KCNQ2 block: KCNQ2 channel blockers in CHO-K1 cells – cell-based, FluxOR thallium flux, B-score, primary screen (AID 2156). 310,000 compounds, 1.1% hits. 20 min; stronger effect = lower value. O88943. B-score at 10 µM;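 active = fluorescence ratio B-score at most minus 3 library SDs, with starting brightness B-score within 2 library SDs, cut at about -5.5 in these data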
OX1R FRET antag: antagonists of human orexin 1 receptor (OX1R) | OX1R-expressing cells, FRET antagonist read-out | inhibition, % at 6.6 µM | 330,000 compounds, 1.8% hits | AID 485270; in the data active = inhibition mostly above about 38%, no sharp cut-off; inactive = mostly below about 40%;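 note: 0% = agonist challenge alone and 100% = reference antagonist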
Target sequence (O43613 whole entry, looked up): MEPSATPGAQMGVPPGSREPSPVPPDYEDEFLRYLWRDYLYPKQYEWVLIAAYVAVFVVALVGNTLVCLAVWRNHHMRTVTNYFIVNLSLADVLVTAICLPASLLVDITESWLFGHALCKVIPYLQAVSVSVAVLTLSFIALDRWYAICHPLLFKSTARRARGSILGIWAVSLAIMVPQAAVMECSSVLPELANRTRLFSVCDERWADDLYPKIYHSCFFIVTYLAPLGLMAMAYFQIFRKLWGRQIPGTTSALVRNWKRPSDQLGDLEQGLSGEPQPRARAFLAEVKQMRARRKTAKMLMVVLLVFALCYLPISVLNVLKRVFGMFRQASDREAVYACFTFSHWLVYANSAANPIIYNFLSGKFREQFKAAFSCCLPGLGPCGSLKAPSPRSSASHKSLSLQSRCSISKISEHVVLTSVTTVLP
STK33 kinase inh: inhibitors of human STK33 kinase. Q9BYT3. purified STK33, MBP phosphorylation, ADP-Glo luminescence. inhibition, % at 10 µM. 320,000 compounds, 0.073% hits;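 active = inhibition at or above 25%, using the most active replicate where run in duplicate; inactive = inhibition below 25%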
Target sequence (Q9BYT3 whole entry, looked up): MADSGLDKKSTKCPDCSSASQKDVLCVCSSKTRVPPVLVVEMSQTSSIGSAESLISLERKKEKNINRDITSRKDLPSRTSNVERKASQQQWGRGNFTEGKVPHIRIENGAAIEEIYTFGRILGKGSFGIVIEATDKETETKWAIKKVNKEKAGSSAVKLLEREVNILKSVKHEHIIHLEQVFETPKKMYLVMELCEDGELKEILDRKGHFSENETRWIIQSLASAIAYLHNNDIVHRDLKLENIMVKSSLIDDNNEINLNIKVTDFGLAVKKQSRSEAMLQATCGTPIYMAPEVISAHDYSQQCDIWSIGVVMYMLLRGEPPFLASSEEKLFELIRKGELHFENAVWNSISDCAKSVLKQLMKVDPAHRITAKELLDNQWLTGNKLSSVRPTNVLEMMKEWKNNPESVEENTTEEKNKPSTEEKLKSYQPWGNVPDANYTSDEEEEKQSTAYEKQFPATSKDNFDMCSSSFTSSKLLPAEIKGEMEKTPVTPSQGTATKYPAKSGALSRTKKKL
The depositor's hits bear a star; i = inactive; . = not tested or not shown; & = joins results of further samples.

SMILES	KCNQ2 block	OX1R FRET antag	STK33 kinase inh
CCC(C)(C)C1CCc2c(sc(NC(=O)c3cccs3)c2C(N)=O)C1 (stereo not given)	i	27	1.2
CCOn1c(=O)c(=O)n(OCc2ccccc2)c2ccccc21	i	16	-0.3
CC1=C(C(=O)OC(C)C)C(c2cccs2)N2C(=O)CCSC2=N1 (stereo not given)	i	12	-0.9
Cn1c(O)c(N=NC(=O)Cn2ccc(C(F)(F)F)n2)c2ccccc21	i	15	0.6
COc1ccc(Cn2cc3c(-c4ccc(F)cc4)nnc-3c3cc(OC)c(OC)cc32)cc1	.	6	-0.4
COC(=O)/C=C/c1cnc2ccccc2c1	i	19	-0.8
Cc1csc(NC(=O)COc2ccc3c(c2)CCC3)n1	.	6	1.4
Cc1ccc(C(c2sc3ncnn3c2O)N2CCC(C)CC2)cc1 (stereo not given)	i	-3	-0.1
O=C1CN(C(=O)c2cc3ccccc3oc2=O)C(c2ccc(F)cc2)c2cc(F)ccc2N1 (stereo not given)	i	16	0.0
COc1cc(C(=O)N2CCN(C(=O)c3cc(-c4ccc(Br)cc4)n[nH]3)CC2)cc(OC)c1OC	i	0	-1.0
C=CCn1c(SCC(=O)NCC2CCCO2)nnc1C1CCCCC1 (stereo not given)	i	10	-0.4
CC(=O)Nc1ccc(OC(=O)COc2ccc(Br)cc2)cc1	i	9	-1.0
O=C(COc1nncc2ccccc12)NCCC1=CCCCC1	i	8	0.5
Cn1nc(C(=O)N2CCOCC2)c([N+](=O)[O-])c1C(=O)N1CCOCC1	i	0	0.2
Cc1ccnc(NS(=O)(=O)c2ccc(NC(=O)c3ccc(Cl)cc3[N+](=O)[O-])cc2)n1	i	.	0.1
COc1cccc(-n2c(SCC(=O)N3c4ccccc4CC3C)nnc2-c2ccco2)c1 (stereo not given)	.	31	0.2
CC(=O)Nc1ccc(NC(=O)CSc2nnc(C)n2-c2ccccc2)cc1	i	12	-0.4
CCOc1cc(/C=C2/SC(=S)N(CC(=O)O)C2=O)ccc1OC(=O)c1cccs1	i	37	0.2
CC1CC(C)CN(c2ccc([N+](=O)[O-])cc2-c2nn[nH]n2)C1 (stereo not given)	i	51	-1.6
CN1CCN(C(=O)CCS(=O)(=O)c2cc3c(cc2Cl)NC(=O)CO3)CC1	i	6	2.1
O=C(NC1CCN(S(=O)(=O)c2ccc(F)cc2)CC1)c1cccnc1	i	12	0.0
CC(C)c1ccc(N2C(=O)CC(NNC(=O)c3cccnc3)C2=O)cc1 (stereo not given)	i	6	-1.2
COc1ccc(NC(=O)Nc2ccc(Br)cn2)cc1	i	21	-0.6
CC(=O)Oc1ccc2ccccc2c1C(NC(=O)C(C)C)c1cccc([N+](=O)[O-])c1 (stereo not given)	i	25	-1.3
O=C(Nc1cccc2nsnc12)c1cccs1	i	22&24	-2.7&2.8
N#CCCN=C(NS(=O)(=O)c1ccccc1)c1ccccc1	i	24	0.3
COc1ccc2nc(NC(=O)C3CCN(S(=O)(=O)c4cccnc4)CC3)sc2c1	i	7	-0.1
O=C1NC[C@H](c2ccccc2)N(CC2CCCCC2)C1=O	i	14	0.8
O=C(CSc1nnc(-c2ccc(Cl)cc2)n1CC1CCCO1)NC1CCS(=O)(=O)C1 (stereo not given)	i	4	0.0
COC(C)c1oc2c(C)c3oc(=O)cc(C)c3cc2c1C (stereo not given)	i	17	-1.3
CC1Cn2c(nnc2-c2cccc(N)c2)S1 (stereo not given)	i	11	0.7
Cn1c(SCC(=O)Nc2nnc(-c3ccccc3)o2)nnc1C1CC1	i	-12	-1.2
CC(Oc1ccc(Cl)cc1)C(=O)N1CCCc2ccccc21 (stereo not given)	i	-5	-0.8
Cc1nc(C)c(CCNC(=O)c2cccc(Cl)c2)s1	i	8	2.9
COCCCn1cn[nH]c1=S	i	19	-0.5
COc1cc(/C=C/C(=O)OCC(=O)Nc2ccc3c(c2)OCO3)ccc1O	.	5	2.3
CCOC(=O)C(CC)n1cnc2sc3c(c2c1=O)CCC3 (stereo not given)	i	18	-0.8
Cc1ccc(CN2C(=O)/C(=C\c3ccc(C(=O)NCc4cccnc4)cc3)Oc3ccccc32)cc1	i	30	-1.9
CN(CCOC(=O)/C=C/c1ccccc1)C(C)(C)C	i	6	-3.6
O=C(COc1ccc(Cl)cc1Cl)NCCCN1CCOCC1	i	5	-3.2
C=CCOc1nc2c(c(=O)n(C)c(=O)n2C)n1Cc1ccccc1	i	10	-0.6
CN(C)/C=C(\C=O)c1ncc(C(F)(F)F)cc1Cl	i	4	-1.0
CCN(CC)CCOCCOc1cc(C)c(Cl)c(C)c1	i	2	-0.4
O=C1NC(c2ccc(F)cc2)Oc2ccccc21 (stereo not given)	i	3	-1.6
Cc1ccc(NC(=O)COC(=O)CCc2c(C)nc3ncnn3c2C)cc1C	.	3	-1.6
CCOC(=O)C1CCN(S(=O)(=O)c2cn(C)c(=O)n(C)c2=O)CC1	i	-5	3.8
O=C1CN(C(=O)c2ccc(Cl)c([N+](=O)[O-])c2)c2ccccc2N1	i	.	-1.4
Cc1ccc(S(=O)(=O)NC2=NCCCCC2)cc1	i	11	-1.2

Whole records as entered above. Screens in order: KCNQ2 block | OX1R FRET antag | STK33 kinase inh
`CCN(CC)CCOCCOc1cc(C)c(Cl)c(C)c1` in the list: i | 2 | -0.4
`Cc1ccc(NC(=O)COC(=O)CCc2c(C)nc3ncnn3c2C)cc1C` in the list: . | 3 | -1.6

(cont.)
SMILES	KCNQ2 block	OX1R FRET antag	STK33 kinase inh
CSc1ncc(Cl)c(C(=O)Nc2cccc(C)c2)n1	i	28	1.6
COc1ccc(OC(=O)CCCN2C(=O)c3ccccc3C2=O)cc1	i	17	-1.3
COc1cc(CNC(C)(C)CO)cc(Br)c1OCc1ccccc1	i	14	-0.1
O=C(COC(=O)c1cccnc1Cl)Nc1ccccc1OC(F)F	i	26	-1.3
Cc1cc(OCC(=O)OCC(=O)N2CC(C)CC(C)C2)ccc1Cl (stereo not given)	.	4	-0.1
CC(=O)c1sc2ccccc2c1OC(=O)c1ccco1	i	2	-0.5
Cc1ccc2ccccc2c1NC(=O)Cn1nnc(-c2cccnc2)n1	i	16	-1.3
Cc1cc(NC(=O)CCCS(=O)(=O)c2nc(-c3cccs3)cc(C(F)(F)F)n2)no1	i	19	2.4
COc1ccc(/C=C/C(=O)Nc2cccc(F)c2)cc1S(=O)(=O)N1CCOCC1	i	15	1.2
O=C1CN(C(=O)N[C@@H](Cc2ccccc2)C(=O)N[C@H](Cc2ccccc2)C(=O)O)c2ccccc2N1	i	20	-0.8
CCc1ccc(CNC(=O)Cc2ccc(NC(=O)C3=C(C)OCCS3)cc2)cc1	i	10	0.9
COc1cc(/C=C/C(=O)OCC(=O)NC2CCS(=O)(=O)C2)ccc1OC(F)F (stereo not given)	.	-3	-0.3
COC(=O)c1cc(-c2cccs2)nn1-c1ccccc1	i	17	-0.6
O=C(c1cc(-c2ccccc2)nn1CC1CC(c2cccnc2)=NO1)N1CCOCC1 (stereo not given)	i	26	-1.9
N=C1C(c2ccccc2)=C(O)CN1c1cccc(O)c1	i	11	0.0
Cc1ccc(NC(=O)COC(=O)c2cccnc2Cl)cc1S(=O)(=O)N1CCOCC1	.	3	-0.4
COc1ccc(C2(CNC(=O)c3ccco3)CCOCC2)cc1	i	4	.
CN(C1CCCCC1)S(=O)(=O)c1ccc(Cl)c(C(=O)O)c1	i	10	-0.6
CC(C)C(=O)NC(NCC1CCCO1)C(Cl)(Cl)Cl (stereo not given)	i	1	-0.3
CCNc1nc(SCCOc2ccc(Br)cc2)nc(N(C)C)n1	i	16	-1.1
CCC1CCCCN1C(=O)/C=C/c1ccc2c(c1)OCO2 (stereo not given)	i	-9	2.3
COC(=O)CCc1sc(NC2CCCCC2)nc1-c1ccc(OC)cc1	i	16	-1.4
CC(C)(C)n1ncc2c(=O)n(CC(=O)NC3CCCCC3)cnc21	i	8	0.3
O=C(NCCNC(=O)c1ccccn1)c1cccc(F)c1	i	13	-2.7

Three compounds from above, arranged by their value in OX1R FRET antag, low to high:
SMILES,KCNQ2 block,OX1R FRET antag,STK33 kinase inh
CC(=O)Nc1ccc(OC(=O)COc2ccc(Br)cc2)cc1,i,9,-1.0
COC(=O)CCc1sc(NC2CCCCC2)nc1-c1ccc(OC)cc1,i,16,-1.4
COC(C)c1oc2c(C)c3oc(=O)cc(C)c3cc2c1C (stereo not given),i,17,-1.3

The listing continues.
SMILES	KCNQ2 block	OX1R FRET antag	STK33 kinase inh
Cc1ccc(S(=O)(=O)Nc2nc3ccc(N)cc3s2)cc1	i	12	-1.6
O=C(CCC(=O)N1CCN(c2ccccc2F)CC1)c1ccc(Cl)s1	.	5	-1.0
COc1ccc(N2CC(C(=O)Nc3ccc(S(=O)(=O)N4CCCC4)cc3)CC2=O)cc1 (stereo not given)	i	11	0.5
C/C(=N/Nc1ccc([N+](=O)[O-])cc1)c1c[nH]c2ccccc12	i	.	-0.6
NC(=O)C1CCN(C(=S)NCc2ccc3c(c2)OCO3)CC1	i	18	-1.2
Cc1noc(/C=C/N(C)C)c1S(=O)(=O)N1CCCC(C(=O)NCc2cccs2)C1 (stereo not given)	i	-3	-1.4
CCOC(=O)CC(NC(=O)c1cc2cccc(OC)c2oc1=O)c1cccc([N+](=O)[O-])c1 (stereo not given)	i	-8	0.0
OC(COc1ccc(Cl)cc1)CN1CCN(c2ccccn2)CC1 (stereo not given)	i	0	-0.8
CCc1nnc(NS(=O)(=O)c2ccc(N3C(=O)C4CC=C(Cl)CC4C3=O)cc2)s1 (stereo not given)	i	11	-3.7
CC(C)N(Cc1ccccc1)C(=O)Cn1c(=O)cnc2ccccc21	i	51	-0.5
O=C(c1ccc(F)cc1)N1C2CCC1CC(O)(c1ccccc1F)C2 (stereo not given)	i	19	0.0
Cc1ccc(Nc2nc(N)c([N+](=O)[O-])c(NCc3ccccc3)n2)cc1	i	20	1.0
O=S1(=O)N=C(N/N=C/c2cccs2)c2ccccc21	i	9	0.5
CC(=O)N(c1cccc(C)c1)S(=O)(=O)c1ccc(Cl)cc1	i	17	-1.6
Cc1ccc(-c2nnc(Nc3ccc(CC(N)=O)cc3)c3ccccc23)cc1S(=O)(=O)NCCO	i	5	-0.2
NCCS(=O)(=O)O	i	16	-0.6
COC(=O)CNc1nc(-c2cccnc2)nc2ccccc12	.	25	3.8
COc1ccc(-c2nc(CS(=O)CC(=O)NCc3ccco3)c(C)o2)cc1OC (stereo not given)	i	11	-0.6
Cc1c(C)c2ccc(O)c(CN3CCN(C)CC3)c2oc1=O	i	.	-2.0
COC1CCCN(Cc2nc(Cc3ccccc3F)no2)C1 (stereo not given)	i	12	0.0
Cc1cc(OC(C(=O)O)c2ccccc2)c2c(C)c(Cc3ccccc3)c(=O)oc2c1 (stereo not given)	i	19	-1.8
CCOC(=O)C1CCN(C(=O)C2CCN(S(=O)(=O)N3CCC4(CC3)OCCO4)CC2)CC1	i	-2	-1.6
CCOC(=O)N1CCN(C(=O)CCSc2ccc(Cl)cc2)CC1	i	18	0.7
Cc1ccn2cc(CCNC(=O)Cc3cccs3)nc2c1	i	16	-0.5

An excerpt of these results, field by field:
COc1ccc(-c2nc(CS(=O)CC(=O)NCc3ccco3)c(C)o2)cc1OC (stereo not given)
- KCNQ2 block: i
- OX1R FRET antag: 11
- STK33 kinase inh: -0.6

O=S1(=O)N=C(N/N=C/c2cccs2)c2ccccc21
- KCNQ2 block: i
- OX1R FRET antag: 9
- STK33 kinase inh: 0.5

COC1CCCN(Cc2nc(Cc3ccccc3F)no2)C1 (stereo not given)
- KCNQ2 block: i
- OX1R FRET antag: 12
- STK33 kinase inh: 0.0

Structures listed so far containing a tert-butyl group, in the order listed:
SMILES	KCNQ2 block	OX1R FRET antag	STK33 kinase inh
CN(CCOC(=O)/C=C/c1ccccc1)C(C)(C)C	i	6	-3.6
CC(C)(C)n1ncc2c(=O)n(CC(=O)NC3CCCCC3)cnc21	i	8	0.3

The list goes on:
SMILES	KCNQ2 block	OX1R FRET antag	STK33 kinase inh
COCCOc1ccc(C(F)(F)F)cc1NC(=O)c1ccccc1F	i	12	-1.3
CC(=O)C1C(c2ccc(F)cc2)NC(=O)NC1(O)C(F)(F)F (stereo not given)	i	6	-1.3
CCN(CC)C(=O)COc1ccc2c(-c3ccccc3)cc(=O)oc2c1	i	19	-2.5
C[C@H](CO)N1C[C@H](C)[C@@H](CN(C)C(=O)Nc2ccc(C(F)(F)F)cc2)Oc2ccc(NC(=O)Nc3ccc(C(F)(F)F)cc3)cc2C1=O	.	-1	0.4
O=S(=O)(Nc1ccc(N2CCCCC2)cc1)c1ccc(F)c(F)c1	i	-3	-3.5
O=C(c1ccc(NS(=O)(=O)c2cccc(F)c2)cc1)N1CCCC1	i	27	-1.2
Cn1c(N2CCOCC2)nc2c1c(=O)n(Cc1ccc(Cl)cc1)c(=O)n2C	i	19	-1.5
Cc1ccc(NCc2nnc(SCC(=O)OC3CCCCC3)o2)c(C)c1	i	9	-1.4
O=C(CNC(=O)c1ccccc1O)N/N=C/c1ccccn1	i	10	-0.9
CC(C)c1ccc(CNNC(=O)c2ccccc2)cc1	i	1	-0.8
COc1ccc(-n2c(=O)cc(N3CC(C)OC(C)C3)[nH]c2=O)cc1 (stereo not given)	i	3	-0.6
CCOC(=O)[C@H]1[C@H]2COc3ccccc3[C@@H]2N2C(=O)CN(CC3CCCO3)C(=O)[C@@]12C (stereo not given in full)	.	2	0.3
C=CCn1c(C)cc(C2=NNC(=NCC)SC2)c1C	i	12	5.0
O=C1CC(c2cc(-c3ccccc3)no2)C1	i	18	-0.7
Cc1c(C(=O)O)sc2ncn(C)c(=O)c12	i	14	.
COC(=O)COc1ccc(S(=O)(=O)Nc2ccc(NC(C)=O)cc2)cc1C	i	18	2.0
COc1ccccc1NC(=O)c1cc(C(=O)Nc2ccccc2OC)n(C)n1	i	32	0.2
